Assay outcomes as filed in PubChem.
MC4R barr agon – MC4R agonists recruiting beta-arrestin, primary screen, cell-based, luminescence, agonist arm of biased-ligand search. Melanocortin receptor 4 (Homo sapiens), P32245. U2OS MC4R beta-arrestin complementation; percent of melanotan II response, DMSO zero. activation, % at 8.9 µM. 360,000 compounds, 0.98% hits. AID 540308, 2011;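 active means activation above a per-plate cutoff, the mean activation of sample wells on that plate plus 3 SD, cut at about 8% in these data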
Target sequence (P32245 whole entry, looked up): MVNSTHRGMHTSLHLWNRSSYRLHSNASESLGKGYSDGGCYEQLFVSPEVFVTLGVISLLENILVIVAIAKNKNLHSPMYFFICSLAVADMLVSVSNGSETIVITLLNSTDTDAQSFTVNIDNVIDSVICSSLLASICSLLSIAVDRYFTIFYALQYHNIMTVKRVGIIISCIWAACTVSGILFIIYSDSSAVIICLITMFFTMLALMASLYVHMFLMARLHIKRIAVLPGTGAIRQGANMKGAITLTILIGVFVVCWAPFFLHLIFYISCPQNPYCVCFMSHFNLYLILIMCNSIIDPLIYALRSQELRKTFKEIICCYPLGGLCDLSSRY
CaV13 FRET inh – Disruptors of the CACNA1D IQ motif to Ca2+-dependent inactivation inhibitor domain association, primary screening, Förster resonance energy transfer in intact living … | HEK cells, CFP/YFP FRET ICDI-IQ, plate reader, 10 min; percent FRET-ratio fall versus neutral wells | inhibition, % at 12.3 µM | 340,000 compounds, 0.098% hits;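 active means mean replicate inhibition of at least 30% and at least 1% of replicates passing that level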;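 further: 0% = median of the neutral control wells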
N-glyco inh – increase of ERlucT glycosylation luciferase signal, primary screen, N-linked glycosylation inhibitor project, D54 ERlucT cells, luminescence, set 2. D54 ERlucT glycosylation luciferase reporter, 24 h; percent of 100 nM tunicamycin response. reporter increase, % at 12.5 µM. 360,000 compounds, 0.23% hits;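 active means mean luciferase reporter signal, scaled so untreated is 0 and the glycosylation-blocking control 100, at or above a set limit in every replicate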;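 further: luciferase carries N-glycosylation sites so blocking glycosylation raises the light; 0% = median of neutral control wells and 100% = median of 100 nM tunicamycin wells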
MC4R antagonist – MC4R antagonists of cAMP signaling, primary screen, cell-based, TR-FRET, antagonist arm of biased-ligand search. inhibition, % at 6.5 µM. MC4R-expressing cells, MTII-stimulated cAMP, LANCE TR-FRET. 360,000 compounds, 0.48% hits. Melanocortin receptor 4 (Homo sapiens), P32245. AID 540295, 2011;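 active means inhibition above its plate's cutoff, the mean of tested wells on that plate plus 3 SD, cut at about 29% in these data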;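 further: 0% = Melanotan II alone and 100% = Melanotan II plus saturating MCL0020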
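Assay system: human MC4R-expressing U2OS cells; reagent: Melanotan II stimulation of cells; dosing: 6.5 µM single dose; timing: compound 30 min, challenge 1 h, detection 1 h; signal: TR-FRET cAMP assay; replicates: one well per compound, no replicates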
m5-HT2A agonist – mouse Htr2a agonists via beta-arrestin recruitment, primary screen, cell-based, luminescence; 360,000 compounds, 0.66% hits; CHO-K1 mHTR2A beta-arrestin complementation; percent of 30 µM serotonin response; activation, % at 7.6 µM;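 active means activation above a run cutoff, the mean activation of all tested compounds plus 3 SD, cut at about 14% in these data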;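 further: 0% = plate median of compound wells and 100% = 30 µM serotonin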
Target sequence (P35363 whole entry, looked up): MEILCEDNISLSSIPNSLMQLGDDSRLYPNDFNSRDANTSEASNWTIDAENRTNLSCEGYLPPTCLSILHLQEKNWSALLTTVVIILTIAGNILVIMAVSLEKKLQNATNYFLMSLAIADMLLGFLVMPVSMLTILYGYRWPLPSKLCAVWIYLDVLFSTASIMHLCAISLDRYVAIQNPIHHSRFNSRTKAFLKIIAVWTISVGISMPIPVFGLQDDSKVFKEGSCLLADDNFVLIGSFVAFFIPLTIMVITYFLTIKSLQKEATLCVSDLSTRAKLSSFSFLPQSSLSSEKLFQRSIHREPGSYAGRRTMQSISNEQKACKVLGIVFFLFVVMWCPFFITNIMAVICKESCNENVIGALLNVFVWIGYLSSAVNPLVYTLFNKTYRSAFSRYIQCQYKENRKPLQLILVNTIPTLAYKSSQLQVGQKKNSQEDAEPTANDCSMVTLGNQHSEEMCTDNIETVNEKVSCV
PDI turbidity – inhibitors of human PDI, primary screen, biochemical, turbidity, single point, plate reader; Protein disulfide-isomerase (Homo sapiens), P07237; AID 588391, 2011; inhibition, % at 10 µM; 350,000 compounds, 0.052% hits; PDI insulin aggregation turbidity, A650, 90 min;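 active means mean inhibition across replicates of 30% or more, whatever share of single replicates reach that level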;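 further: absorbance from insulin aggregation driven by PDI reduction with DTT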
H9c2 protect – cardioprotection against H2O2-induced cell death, primary screen, uHTS, H9c2 cells, ATPLite luminescence; 360,000 compounds, 0.63% hits; H9c2 cardiomyocytes, H2O2 injury protection, 2 h; protection from H2O2 cell death, % at 20 µM; AID 588492, 2011;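 active means compounds giving at least 50% protection of heart cells from peroxide-induced death in the single-dose screen, raw or plate-pattern-corrected value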;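 further: 0% = DMSO wells with peroxide and 100% = DMSO wells without peroxide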
ABCB6 inh MLPCN – ABCB6 transporter inhibitors, primary screen, K562-ABCB6 cells, flow cytometry, MLPCN library. ATP-binding cassette sub-family B member 6 (Homo sapiens), Q9NP58. AID 602162, 2011. fluorescence ratio to DMSO, % at 10 µM. K562-ABCB6 porphyrin accumulation, 1 h; stronger effect = lower value. 360,000 compounds, 0.19% hits;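 active means fluorescence ratio to DMSO below 75%, the collection mean minus 3 SD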;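 further: signal is porphyrin accumulated inside mitochondria; 100% equals median channel fluorescence of DMSO control wells; lower ratio means ABCB6 inhibition with less porphyrin fluorescence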
Granule exo inh – LAMP-1 surface exposure blockers, TALL-104 cells – cell-based, flow cytometry, MLPCN library, primary screen. TALL-104 LAMP-1 surface exposure; cells stimulated with thapsigargin and PMA. inhibition, % at 10 µM. 360,000 compounds, 0.66% hits. AID 651702, 2012;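 active means inhibition above about 55%, limit read from the data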
ABHD5 PLIN5 PPI – ABHD5-PLIN5 interaction inhibitors, primary screen, cell lysate, split luciferase complementation, luminescence | Perilipin-5 (Homo sapiens) + 1-acylglycerol-3-phosphate O-acyltransferase ABHD5 (Homo … | Split G. princeps luciferase complementation, 4 h | inhibition, % at 4 µM | 360,000 compounds, 0.78% hits | AID 602281, 2012;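 active means inhibition above the mean inhibition across every tested compound plus 3 SD, cut at about 22% in these data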;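 further: 0% = DMSO only wells and the 100% control is not disclosed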
* marks the source's active call; other numbers are inactive results; nt = no result given. Compounds as they come. About 4.2% of those tested had a hit in this group.

SMILES | MC4R barr agon | CaV13 FRET inh | N-glyco inh | MC4R antagonist | m5-HT2A agonist | PDI turbidity | H9c2 protect | ABCB6 inh MLPCN | Granule exo inh | ABHD5 PLIN5 PPI
Cc1nc(SCC(=O)Nc2ccc(S(=O)(=O)N3CCOCC3)cc2)c2c(C)c(C)sc2n1 | -2.2 | -8 | -3 | 8 | 9 | -1 | -1 | 93 | 0 | -2
C=CCC1=C/C(=C\c2c(N)n3nc(CC(=O)N4CCCC4)sc3nc2=O)C=C(OC)C1=O | -2.2 | -26 | 0 | 6 | 3 | -12 | 3 | 98 | -3 | 0
CCC(c1nnc(SCC(=O)Nc2cccc(S(N)(=O)=O)c2)n1-c1ccc(OC)cc1)N(C)C (centres undefined) | -1.3 | -3 | 0 | 5 | -7 | -1 | 3 | 98 | 0 | -1
COc1cccc2cc(/C(=N/O)c3ccccc3)oc12 | -2.8 | -5 | -2 | -4 | -6 | 2 | 3 | 96 | 2 | -5
COc1ccc(OC)c(NC(=O)c2cc(-c3c(C)cc(C)cc3O)n[nH]2)c1 | 6.8 | -1 | -1 | 3 | -1 | 12 | 3 | 99 | -7 | -6
CC(C)Oc1cccc(C(=O)Nc2nnc([C@H]3C[C@H](O)[C@@H](CO)O3)s2)c1 | 0.2 | -6 | 1 | 0 | 5 | -4 | 0 | 93 | -4 | 5
O=S(=O)(Nc1cccc(S(=O)(=O)N2CCCC2)c1)c1ccc(Br)cc1 | 3.0 | -12 | 0 | 12 | -7 | -4 | -2 | 103 | -2 | -7
Cc1cc(C)nc(SCC(=O)Nc2ncc(C(F)(F)F)cc2Cl)n1 | -0.4 | -5 | 2 | 3 | 3 | 4 | -2 | 96 | 1 | 4
Cc1cc(C)nc(SCc2nnc(SCC(=O)Nc3cc(C(F)(F)F)ccc3Cl)o2)n1 | 0.7 | nt | -1 | 3 | -3 | -1 | 4 | 108 | -1 | -4
CCCCNC(=O)c1ccc(CS(=O)(=O)c2ccccc2OC)o1 | -0.8 | -4 | 0 | 1 | 2 | 8 | 4 | 98 | -1 | -4
CC(C)=CC/C=C1\CCC(C(=O)O)C(C(=O)O)C1 (centres undefined) | 0.6 | -5 | 2 | 0 | -4 | 4 | 37 | 97 | -4 | -3
CCn1nnc(-c2ccccc2NC(=O)c2ccc(-n3cnnn3)cc2)n1 | 1.3 | nt | -4 | 10 | 7 | 8 | 2 | 98 | 2 | 3
CCOC(=O)CNc1c(-c2ccc(Cl)cc2)nc2cnccn12 | 1.0 | -6 | 1 | 10 | -5 | -1 | 7 | 110 | -2 | -5
Cc1nn(CCC(=O)NNC(=S)Nc2ccc(F)cc2)c(C)c1Br | -0.8 | -3 | 5 | -1 | 1 | 7 | -3 | 96 | -1 | 1
O=C(N/N=C\C=C\c1ccco1)c1cc(-c2ccc3ccccc3c2)n[nH]1 | -1.0 | -2 | 15 | 9 | -2 | 0 | 9 | 105 | 0 | 20
COC(=O)c1nnn(-c2ccccc2)c1N | 1.3 | -5 | 3 | 3 | 0 | 1 | 0 | 98 | -4 | 1
Nn1c(SCC(=O)NCC2CCCO2)nnc1-c1ccco1 (centres undefined) | -1.9 | -7 | 3 | 3 | 5 | -5 | -4 | 94 | -1 | 3
Cc1ccc(-c2ccnc3nc(Sc4ncc(C(F)(F)F)cc4Cl)nn23)cc1 | 6.7 | -10 | -1 | 3 | -4 | -4 | 4 | 100 | 68* | 6
O=C(c1cccc(C(F)(F)F)c1)C1CCCN(C(=O)C2CCOCC2)C1 (centres undefined) | 3.9 | -2 | 1 | -3 | 0 | -1 | -1 | 93 | -2 | -2
CC(C)C(OC(=O)c1cc2sccc2n1C)C(=O)NCC1CCCO1 (centres undefined) | 0.1 | nt | -2 | -6 | 2 | 1 | -2 | 95 | -1 | -3
Cc1ccc(F)c([C@H]2[C@@H]3C=CCC[C@@]3(C)C(=O)N2Cc2ccccc2)c1 | 2.2 | -5 | -2 | 4 | 1 | 0 | -5 | 101 | 28 | 1
COc1ccc(C(=O)C2CCN(C(=O)Nc3ccccc3C)CC2)cc1 | -0.8 | -7 | 2 | 8 | -7 | 10 | 8 | 98 | 12 | -1
Cc1ccc2c(c1)N(CCC(=O)NCc1cccnc1)C(=O)CO2 | -2.2 | -5 | 2 | 5 | 0 | -6 | -1 | 98 | -2 | -7
CN(C)c1oc(-c2ccccc2Cl)nc1S(=O)(=O)c1ccccc1 | 2.8 | -7 | 0 | 12 | 0 | 8 | -28 | 96 | -2 | 5

Retrieved one by one from the entries so far:
SMILES | MC4R barr agon | CaV13 FRET inh | N-glyco inh | MC4R antagonist | m5-HT2A agonist | PDI turbidity | H9c2 protect | ABCB6 inh MLPCN | Granule exo inh | ABHD5 PLIN5 PPI
CN(C)c1oc(-c2ccccc2Cl)nc1S(=O)(=O)c1ccccc1 | 2.8 | -7 | 0 | 12 | 0 | 8 | -28 | 96 | -2 | 5
Cc1ccc(-c2ccnc3nc(Sc4ncc(C(F)(F)F)cc4Cl)nn23)cc1 | 6.7 | -10 | -1 | 3 | -4 | -4 | 4 | 100 | 68* | 6
COc1ccc(C(=O)C2CCN(C(=O)Nc3ccccc3C)CC2)cc1 | -0.8 | -7 | 2 | 8 | -7 | 10 | 8 | 98 | 12 | -1

Further compounds follow.
SMILES | MC4R barr agon | CaV13 FRET inh | N-glyco inh | MC4R antagonist | m5-HT2A agonist | PDI turbidity | H9c2 protect | ABCB6 inh MLPCN | Granule exo inh | ABHD5 PLIN5 PPI
Cc1nc2ccccc2c2c(N)c3ccccc3n12 | -0.6 | -126 | 6 | -14 | 0 | 1 | 66* | 112 | -1 | -33
CN1C(=S)SC2CS(=O)(=O)CC21C (centres undefined) | 1.1 | -1 | 3 | 9 | 4 | 1 | -3 | 95 | -4 | -5
CCC(C)n1c(-c2cccc(S(=O)(=O)N(CC)CC)c2)n[nH]c1=S (centres undefined) | -1.9 | -7 | 1 | 14 | 4 | -3 | 5 | 95 | -2 | -4
c1ccc2c(CNn3cnnc3)cccc2c1 | -1.5 | -1 | 3 | 9 | 1 | 1 | 2 | 108 | 4 | 0
c1ccc(Nc2nc(-c3cccnc3)cs2)nc1 | -0.7 | -4 | nt | -4 | -2 | -1 | -29 | 88 | -2 | -1
O=C1C(=O)N(CCN2CCOCC2)C(c2ccc(Cl)c(Cl)c2)/C1=C(/O)c1ccc2c(c1)OCO2 (centres undefined) | -0.4 | nt | 1 | 0 | -3 | 14 | 4 | 97 | -4 | -7
COC(=O)C1C(C(=O)OC)C1(c1ccccc1)c1ccccc1 (centres undefined) | 1.0 | -3 | -1 | -1 | 1 | -7 | -2 | 93 | -2 | 2
O=C(O)CCC(=O)N1N=C(c2ccco2)CC1c1cccs1 (centres undefined) | -1.2 | -3 | 0 | 6 | 0 | 4 | 1 | 100 | 0 | -1
Cc1ccc(NC(=O)c2ccc3c(=O)n4c(nc3c2)CCCCC4)cc1F | 0.4 | -2 | 0 | 3 | 4 | -15 | 2 | 95 | 13 | 4
Cc1sc(NC(=O)CS(=O)(=O)c2ccccc2)c(C#N)c1C | -0.6 | -4 | 0 | 9 | 4 | -1 | 2 | 102 | 3 | 2
COCCN(C(=O)COC(=O)c1cc2ccccc2cc1O)c1c(N)n(Cc2ccccc2)c(=O)[nH]c1=O | -0.7 | -6 | 1 | 14 | 1 | -2 | 5 | 95 | -3 | -9
CCCCCCCCCCCCCC(=O)NO | 1.1 | -6 | 2 | 2 | 9 | -2 | 78* | 367 | 3 | 5
CN(CC(=O)Nc1c(Cl)cccc1Cl)C(=O)c1n[nH]c2ccccc12 | -1.9 | -5 | 1 | -6 | -6 | 4 | 5 | 98 | -7 | 5
CN1CCN(CCC(=O)Nc2ccc(F)c(F)c2)CC1 | -0.5 | -5 | nt | 0 | -2 | 0 | -2 | 107 | -4 | -2
CCC(=O)Nc1cccc(C(=O)OC)c1 | -0.6 | -15 | 2 | 4 | 5 | 8 | 6 | 98 | 0 | -2
CCc1ccc(NC(=O)C2CCCN(S(=O)(=O)c3ccc4c(c3)CCCN4C(C)=O)C2)cc1 (centres undefined) | -2.4 | -12 | -2 | 4 | -2 | 11 | -1 | 87 | -3 | -4
Cn1c(=O)n(C)c2cc(CNC(=O)[C@H]3O[C@@H](n4ccc(=O)[nH]c4=O)[C@H](O)[C@@H]3O)ccc21 | nt | nt | 2 | nt | 9 | nt | -4 | 94 | 4 | 8
O=C(Nc1nccs1)C1CCN(S(=O)(=O)c2ccc(Cl)c(C(F)(F)F)c2)CC1 | 7.8 | -5 | 1 | 7 | 2 | 2 | -3 | 103 | -3 | -5
CN(Cc1cccc(F)c1)C(=O)CN1CCN(S(=O)(=O)c2ccc3c(c2)OCCCO3)CC1 | 1.6 | -5 | -1 | -3 | 1 | 2 | -6 | 92 | 1 | -4
CCN=C1SC(C(=O)Nc2ccc(Cl)c(Cl)c2)CC(=O)N1CC (centres undefined) | 6.4 | -4 | -1 | 11 | -5 | -2 | -17 | 96 | -2 | -5
C#CCOc1ccccc1CNC1CCN(Cc2ccccc2)CC1 | -1.6 | -4 | 0 | 4 | -11 | 1 | 3 | 57* | 48 | 2
Cc1cc(OCC(=O)NCC(c2ccc(F)cc2)N2CCOCC2)ccc1Cl (centres undefined) | -2.7 | -2 | 1 | -6 | -1 | -1 | -4 | 97 | 0 | 5
CCOC(=O)C1CCN(C(=O)c2ccccc2NC(=O)C2=C(C)OCCS2)CC1 | -1.7 | -7 | 1 | 12 | 4 | -8 | -5 | 91 | -2 | -1
COc1ccc(C(=O)NC(=S)Nc2ccc(N3CCN(C(C)=O)CC3)cc2)cc1[N+](=O)[O-] | -1.8 | -4 | 1 | -2 | 1 | -3 | -2 | 95 | -3 | 2
Cc1c(NC(=O)CSC(=S)N2CCCC2)c(=O)n(-c2ccccc2)n1C | -2.8 | -20 | 0 | 2 | 0 | 11 | 8 | 95 | -2 | 1
CC(C)C(C(=O)Nc1ccc(S(N)(=O)=O)cc1)N1C(=O)c2ccccc2C1=O (centres undefined) | -1.9 | -4 | 2 | -1 | -2 | 4 | 5 | 95 | 5 | 5
CC(C)[C@@H](N)C(=O)NC[C@H]1O[C@@H](n2cnc3c(N)ncnc32)[C@H](O)[C@@H]1O | -3.1 | -4 | 2 | 1 | 3 | 12 | -2 | 100 | 2 | 0
COC(=O)c1cc(Cl)c(N)cc1OC | -1.1 | -9 | 0 | 2 | -2 | -3 | -1 | 105 | 3 | 0
